# KDM5B inh: Primary screen for KDM5B Histone Demethylases FDH-coupled qHTS. Lysine-specific demethylase 5B (Homo sapiens), Q9UGL1. KDM5B demethylase, FDH-coupled NADH fluorescence (FDH is formaldehyde dehydrogenase). Potency, µM (titrated, usually from 57.7 µM), without a hit: top-dose activity change, negative = inhibition, most hits filed as inhibitors. 2.6% of 220,000 active. AID 1347165, 2019; active = well fitted inhibition curve with a large enough effect; inconclusive = small, poorly fitted or top-dose-only effect; inactive = no such curve, though single readings can be large or run the other way; note: 0% is about no effect; nearly all actives have a fitted effect of over 70% in size
# Target sequence (Q9UGL1 whole entry, looked up): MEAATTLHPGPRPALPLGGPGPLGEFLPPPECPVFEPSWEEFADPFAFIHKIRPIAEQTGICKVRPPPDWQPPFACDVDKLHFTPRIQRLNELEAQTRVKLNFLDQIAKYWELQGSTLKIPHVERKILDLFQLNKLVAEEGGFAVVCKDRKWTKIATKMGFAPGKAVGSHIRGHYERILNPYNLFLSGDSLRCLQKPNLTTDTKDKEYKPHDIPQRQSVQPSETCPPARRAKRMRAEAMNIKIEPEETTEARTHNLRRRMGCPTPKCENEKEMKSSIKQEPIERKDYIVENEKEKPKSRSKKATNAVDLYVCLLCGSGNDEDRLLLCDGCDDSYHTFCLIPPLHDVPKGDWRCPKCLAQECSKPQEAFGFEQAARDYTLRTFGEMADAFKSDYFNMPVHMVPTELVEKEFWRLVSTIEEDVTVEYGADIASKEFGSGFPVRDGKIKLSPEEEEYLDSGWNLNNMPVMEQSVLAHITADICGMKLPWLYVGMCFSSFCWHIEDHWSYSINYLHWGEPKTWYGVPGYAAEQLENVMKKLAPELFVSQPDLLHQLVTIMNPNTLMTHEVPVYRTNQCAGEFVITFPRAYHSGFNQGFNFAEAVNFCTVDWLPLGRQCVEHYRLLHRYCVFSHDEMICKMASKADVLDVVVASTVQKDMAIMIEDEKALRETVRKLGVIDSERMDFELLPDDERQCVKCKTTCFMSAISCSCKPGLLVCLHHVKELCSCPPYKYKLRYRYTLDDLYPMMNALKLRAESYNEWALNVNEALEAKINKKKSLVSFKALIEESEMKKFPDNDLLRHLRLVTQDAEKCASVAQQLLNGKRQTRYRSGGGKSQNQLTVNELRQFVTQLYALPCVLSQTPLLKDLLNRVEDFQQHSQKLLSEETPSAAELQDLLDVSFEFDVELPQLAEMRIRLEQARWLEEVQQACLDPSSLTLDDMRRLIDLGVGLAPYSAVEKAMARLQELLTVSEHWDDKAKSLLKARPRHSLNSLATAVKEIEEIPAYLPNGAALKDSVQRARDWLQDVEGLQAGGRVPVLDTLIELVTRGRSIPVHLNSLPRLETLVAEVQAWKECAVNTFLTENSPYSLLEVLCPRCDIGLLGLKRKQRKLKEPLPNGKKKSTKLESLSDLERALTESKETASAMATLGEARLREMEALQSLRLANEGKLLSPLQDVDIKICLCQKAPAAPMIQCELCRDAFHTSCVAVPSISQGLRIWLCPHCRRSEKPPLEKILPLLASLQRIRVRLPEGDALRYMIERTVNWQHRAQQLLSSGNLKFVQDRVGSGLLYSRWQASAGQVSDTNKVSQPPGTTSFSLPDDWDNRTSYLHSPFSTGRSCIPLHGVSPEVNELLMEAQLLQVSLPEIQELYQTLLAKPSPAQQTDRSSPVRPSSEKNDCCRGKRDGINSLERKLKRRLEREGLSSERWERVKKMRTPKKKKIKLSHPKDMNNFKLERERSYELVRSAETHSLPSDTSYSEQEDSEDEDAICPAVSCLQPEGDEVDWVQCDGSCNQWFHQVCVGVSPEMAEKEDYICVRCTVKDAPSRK
#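 KDM5BΔAP (200 nM final) in 50 mM HEPES pH 7.5, 0.01% Tween-20 was preincubated 10 min at RT with compound over a concentration range. Substrate mix (H3K4me3 12.5 µM, α-KG 25 µM, Fe²⁺, ascorbate, NAD⁺, FDH) was added, and NADH fluorescence change over 30 min gave dose-response curves.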
# Starred values were filed as active, the others as inactive; ? = inconclusive; [ ] = remark or other dose. Potency is the fitted concentration of half-maximal effect. This is a subset, so the mix of outcomes need not match the whole.
KDM5B inh	Molecule
-8%	COc1ccc(S(=O)(=O)c2c(C)c(C)n(Cc3ccccc3)c2NC(=O)C(C)C)cc1
-11%	COc1ccc(CCNC(=O)c2noc(-c3ccccc3F)n2)cc1OC
?	Cc1cccc(-c2nc(C#N)c(NCC(C)C)o2)c1
-15%	Cc1ccccc1C(c1c(C)n(C)n(-c2ccccc2)c1=O)c1c(C)n(C)n(-c2ccccc2)c1=O
?	O=C(C1CCOCC1)N1CCC(N2CC3CC(C2)[C@H]2CCCC(=O)N2C3)CC1 (stereo not given in full)
?	COc1ccc(-c2cc(C(=O)N(C)CCc3ccc(OC)c(OC)c3)c3ccccc3n2)cc1
-2%	COC[C@@H]1CN(C(=O)c2ccc(OC)cc2OC)C[C@H]1C(N)=O
13%	CO[C@H]1C(=O)N(C2CCN(S(=O)(=O)c3cccc(F)c3)CC2)[C@H]1c1ccncc1
-2%	O=C(CSc1ccc2ccccc2c1)Nc1ccc2c(c1)OCCCO2
19%	O=c1c2cc([N+](=O)[O-])ccc2ncn1Cc1coc(-c2cccs2)n1
16%	CN(CCCc1ccccc1)CC(=O)NC(C)(C#N)C1CC1 (stereo not given)
27%	CCC(=O)N1CCC2(CC1)OCC(C(=O)NCC(C)C)N2C(=O)c1cccc(OC)c1 (stereo not given)
-4%	Cc1cc(CN2CCC(Cc3ccc(F)cc3)CC2)n(C)n1
4%	COc1cc2ncnc(N3CCN(c4ccc(F)cc4)CC3)c2cc1OC
?	CCC(C)NC(=O)c1ccc2c(=O)n3c(nc2c1)CCCCC3 (stereo not given)
-6%	COCC1CN(S(=O)(=O)c2cc(Cl)ccc2OC)CC12CCNCC2 (stereo not given)
-16%	NC(N)=N/N=C/c1cccc([N+](=O)[O-])c1
-21%	COc1ccc(NC(=O)C2=CC(c3ccco3)=NS(=O)(=O)N2C)cc1OC
5%	Cc1sc2cc(C(=O)NCCN3CCOCC3)[nH]c2c1CN1CCCCC1
16%	CCN(CC(=O)Nc1c(Cl)cccc1Cl)C(=O)c1ccc(-n2cccc2)cc1

# Entries shown so far containing a thiophene ring, fused or not:
KDM5B inh	Molecule
19%	O=c1c2cc([N+](=O)[O-])ccc2ncn1Cc1coc(-c2cccs2)n1
5%	Cc1sc2cc(C(=O)NCCN3CCOCC3)[nH]c2c1CN1CCCCC1

# The listing picks up, repeating the six entries before the break.
KDM5B inh	Molecule
?	CCC(C)NC(=O)c1ccc2c(=O)n3c(nc2c1)CCCCC3 (stereo not given)
-6%	COCC1CN(S(=O)(=O)c2cc(Cl)ccc2OC)CC12CCNCC2 (stereo not given)
-16%	NC(N)=N/N=C/c1cccc([N+](=O)[O-])c1
-21%	COc1ccc(NC(=O)C2=CC(c3ccco3)=NS(=O)(=O)N2C)cc1OC
5%	Cc1sc2cc(C(=O)NCCN3CCOCC3)[nH]c2c1CN1CCCCC1
16%	CCN(CC(=O)Nc1c(Cl)cccc1Cl)C(=O)c1ccc(-n2cccc2)cc1
11%	O=C(C1CCCC1)N1CCCC(c2nc(C3CCOCC3)no2)C1 (stereo not given)
-18%[86.2 µM]	COCC(=O)NC[C@H]1COCc2nc3cc(C(=O)OC)ccc3n21
12%	COC(=O)c1ccc(C2NCCc3cc(OC)c(OC)cc32)cc1 (stereo not given)
-50%	COc1ccc(Br)cc1CNC12CC3CC(CC(C3)C1)C2
?	NC(=S)Nc1cccc(-c2n[nH]c(=S)o2)c1
4%[86.2 µM]	O=C(C[C@@H]1CCNC[C@@H]1Cc1cc(-c2ccccc2)on1)NC1CC1
-27%	Cc1cc(C)c(Cn2c3ccccc3c3cnn(CC(=O)NCCCc4ccccc4)c(=O)c32)c(C)c1
?	Cc1ccc(CNC(=O)c2ccc(N3CCOCC3)c(NC(=O)Nc3cc(F)ccc3F)c2)cc1
?	Cc1ccc(Nc2c(-c3ccsc3)nc3c(C)cccn23)cc1
5%	COc1ccc(-c2cc(N3CCC(NC(=O)c4ccc(NC(C)=O)cc4)CC3)n[nH]2)cc1
?	CCc1nc(NCCN(CC)CC)c(C#N)c2c1CCCC2
9%	O=C(c1n[nH]c2c1CCCC2)N1CCC(n2cc(-c3nc(-c4ccccc4)no3)nn2)CC1
4%	COc1ccccc1OCC(=O)Nc1c(C(=O)c2ccc(C)cc2)oc2ccccc12
-32%	Cc1cccc(NC(=O)CSc2nnc(-c3cccs3)o2)c1
-11%	COc1ccc(OC)c(S(=O)(=O)N2CCN(c3ccccc3OC)CC2)c1
6%	Cc1cc2c(OCC(O)CNCc3ccco3)cccc2[nH]1 (stereo not given)
10%	O=C(COC(=O)C1CC2CCCC(C1)C2=O)Nc1ccc([N+](=O)[O-])cc1C(F)(F)F (stereo not given)
-8%	CN=C(C)/C(C(=O)OC)=C(/O)c1ccc(Cl)cc1Cl
-12%	CCOC(=O)C1C(=O)C=C(c2ccc(C)cc2)CC1c1cccc(F)c1 (stereo not given)
?	CCc1cc2ccc(OC)cc2nc1SCC(=O)N1CCN(C(=O)c2ccco2)CC1

# More structures
KDM5B inh	Molecule
-16%	CNC(=O)[C@@H]1C[C@@H](O)CN1C1CCN(C(=O)c2ccc3ccccc3n2)CC1
-21%	Cc1ccsc1C(=O)N1CCc2nnc([C@@H]3C[C@@H](O)CN3C)n2CC1
-27%	CCC(=O)N(C1CCOCC1)C1CCN(S(=O)(=O)c2ccc(F)c(Cl)c2)CC1
17%	CCN(C(=O)Cn1nc(Cc2cccnc2)c2ccccc2c1=O)c1ccc(OC)cc1
?	CC1=C(c2ccc(C)cc2)S(=O)(=O)N(Cc2ccc(C(=O)NCc3ccccc3)cc2)C1=O
?	COc1cccc(N2CC(=O)N(NC(=O)c3sc4nc(C)cc(C)c4c3N)CC2=O)c1
12%	O=C(NCCc1ccncc1)c1ccc(F)cc1
?	Cc1cc2c(cc1C)NC(CC(=O)Nc1ccccc1C(F)(F)F)C(=O)N2 (stereo not given)
8%	CS(=O)(=O)N1CCCN(C2CCOCC2)CCNC(=O)CC1c1ccccc1 (stereo not given)
-25%	CCOC(=O)c1c(NC(=O)c2ccc(OC)c(OC)c2)sc2c1CCCCC2
1%	CC(=O)Nc1ccc(NC(=S)NC(=O)c2ccc(-c3ccccc3)cc2)cc1
44%[activator]	O=C(CCCn1ccnc1)N1CCC2(CCCN(C3CCCC3)C2=O)C1 (stereo not given)
17%	C[C@H]1[C@@H]2[C@@H](O)C([C@H](C)C(=O)NCc3cccnc3)CC[C@@]2(C)CC[C@@H]1NC(=O)c1ccccc1 (stereo not given in full)
27%	Cc1nc(NCc2nc(C)c3c(n2)CCCC3)cc(C2CC(O)C2)n1 (stereo not given)
?	O=C(c1ccn[nH]1)N1CC=C(c2cnc3cnc(-c4ccccc4)cn23)CC1
-11%	COc1ccc(N2CCN(S(=O)(=O)CCNC(=O)C(c3ccccc3)c3ccccc3)CC2)cc1
-5%	COc1cc(C(=O)Nc2nnc(C3CC3)s2)cc(Cl)c1OCCC(C)C
-10%	COc1ccc(C(=O)Nc2nnc(SCc3cc(=O)c4cc(C)ccc4[nH]3)s2)cc1OC
-26%	COc1ccccc1CCNC(=O)C1CCN(c2nnc(-n3cccc3CNc3ccc(C)cc3)s2)CC1
6%	CCOC(=O)C1CCCN(C(=O)C2COC3(CCCCC3)N2C(=O)c2cc(F)cc(F)c2)C1 (stereo not given)

# (further entries)
KDM5B inh	Molecule
?	COc1ccc(CN2CCNc3cc(Nc4ccccc4)ncc3C2)cc1
-29%	COc1ccc(-c2cc(C(F)(F)F)nc(SCCC(=O)Nc3c(C)cccc3C)n2)cc1
19%	COc1ccc(CNc2ncnc3sccc23)cc1OC
16%	Cn1ncc2c(NCc3ccc(F)cc3)ncnc21
-32%	COc1ccc(S(=O)(=O)NCCSc2nnnn2-c2ccccc2)cc1OC
-13%	COc1ccc(C)cc1NC(=O)c1nc2ccccc2nc1N1CCCC1
-13%	O=C(NCCc1ccncc1)C1CN(C(=O)COc2ccccc2)CC12CCOCC2 (stereo not given)
-2%	CC1=C(C#N)C(c2ccccc2C)C(C#N)=C(C)N1
6%	O=C(CSc1nc2ccccc2o1)OCC(=O)c1ccc(-c2ccccc2)cc1
14%	CCn1c(CCC(=O)Nc2ccccc2Cl)nnc1SCc1nc2ccccc2c(=O)[nH]1
-15%	C/C(=N\NC(=O)C1CC1)c1ccco1
-6%[86.2 µM]	COC(=O)[C@@H]1CN(C(=O)Nc2ccccc2)CCN1C(C)=O
-26%	Nc1nnnn1CC(=O)N1CC[C@@H]2[C@@H](CCC(=O)N2CCc2cnc[nH]2)C1
-9%	CC(=O)Nc1ccc(S(=O)(=O)N(C)c2ccc(OCCOc3ccccc3F)cc2)cc1
-9%	CCOc1c(CN)cccc1OC
-10%	O=C(/C=C/c1ccc(Cl)cc1)Nc1cccc(OC(F)F)c1
-18%	CC#CCn1cc2c3c(cccc31)[C@H](CC(C)C)N[C@H](C(=O)NCc1ccc(OC)cc1)C2
0%	CCOC(=O)C1CCCN(c2nc3c(S(=O)(=O)c4ccc(CC)cc4)nnn3c3ccc(Cl)cc23)C1 (stereo not given)
2%	COC(=O)c1nc2ccccc2nc1NCCc1ccc(C)cc1
-7%	O=C(c1cccc(Cl)c1)N(Cc1ccco1)c1ccccc1

# Among those listed so far, these have a nitro group on carbon:
KDM5B inh	Molecule
19%	O=c1c2cc([N+](=O)[O-])ccc2ncn1Cc1coc(-c2cccs2)n1
-16%	NC(N)=N/N=C/c1cccc([N+](=O)[O-])c1
10%	O=C(COC(=O)C1CC2CCCC(C1)C2=O)Nc1ccc([N+](=O)[O-])cc1C(F)(F)F (stereo not given)

# Reprinted at random: 4 records from the list.
KDM5B inh	Molecule
-2%	CC1=C(C#N)C(c2ccccc2C)C(C#N)=C(C)N1
19%	COc1ccc(CNc2ncnc3sccc23)cc1OC
-32%	COc1ccc(S(=O)(=O)NCCSc2nnnn2-c2ccccc2)cc1OC
-13%	O=C(NCCc1ccncc1)C1CN(C(=O)COc2ccccc2)CC12CCOCC2 (stereo not given)

# The list continues:
KDM5B inh	Molecule
?	CCOc1ccccc1CNC(=O)c1cnc2sc(N3CCOCC3)nn2c1=O
-10%	O=S(=O)(c1ccc(F)c(F)c1)N1CCC(n2cnnc2C2CC2)CC1
-16%	CO[C@H]1C(=O)N(C(C)C)[C@H]1C1CCN(C(=O)Cn2nc(C(F)(F)F)cc2C)CC1
?	COc1ccc(-n2nc3ccc(NC(=O)COc4ccc(C)c(C)c4)cc3n2)cc1
2%	CN(C(=O)COC(=O)c1ccc(CN2CCCC2=O)cc1)c1ccccc1
15%	CC1CCc2c(sc3ncnc(OCC(=O)NC(=O)Nc4ccc5c(c4)OCCO5)c23)C1 (stereo not given)
-22%[86.2 µM]	O[C@@H]1CC(CNCc2cccc(Cl)c2)(COc2ccccc2)C[C@@H]1O (stereo not given in full)
-5%	O=c1n(Cc2ccccc2)nc2n1CCN(S(=O)(=O)c1cnc[nH]1)CC2
2%	COc1cc(Nc2nc(SCC(=O)c3ccc(Cl)c(Cl)c3)nc3ccccc23)cc(OC)c1
-6%	O=C1C(c2ccccc2)=S=C2c3ccccc3-c3ccccc3N12
?	COc1cc(-c2nc(Cn3nnc(C(=O)Nc4ccccc4)c3C)c(C)o2)cc(OC)c1OC
13%	Cc1ccc(CNC(=O)C2CCN(C(=O)c3ncn4c3COC(c3ccc(Cl)cc3)C4)CC2)cc1 (stereo not given)
0%	COc1ccc(-c2nc(-c3ccccc3OCC(=O)N3CCCC(C)C3)no2)cc1 (stereo not given)
-3%	NC(=O)CC1C(=O)N(c2ccccc2)C(=S)N1NC(=O)c1ccccc1 (stereo not given)
11%[115 µM]	COc1ccc(OC2CN([S+](=O)([O-])c3cccc(OC)c3)C2)cc1
-7%	Cc1ccc(OCC(O)Cn2c(C)cc(=O)n3ncnc23)cc1 (stereo not given)
-17%	Cc1ccc(N2CC(C(=O)Nc3ccc(Br)cc3)CC2=O)cc1 (stereo not given)
0%	CC(C)CCN1CCC(Oc2ncccc2C(N)=O)CC1
-2%	Cc1ccc(C(=O)N2C[C@@H](F)C[C@H]2C(=O)N2CCCCC2)cc1F
13%	FC(F)(F)c1cc(-c2cccs2)nc2c(-c3ccccc3)cnn12

# Next results:
KDM5B inh	Molecule
-9%	CC(=O)c1cc(CN2C[C@H]3CC[C@@H]2CN(S(=O)(=O)N(C)C)C3)n(C)c1
-11%	O=C(COc1ccc(Br)cc1)NCCNC(=O)c1ccccn1
-2%	COc1ccc(CCNS(=O)(=O)c2cc(-c3cc(C)no3)ccc2C)cc1OC
15%	CCCN1CCN(C(=O)Cn2cnc3sc(C)c(S(=O)(=O)N4CCC(C)CC4)c3c2=O)CC1
19%	O=C(Nc1ccccc1)c1ccccc1OCc1ccccc1
?	O=C(NCC1CCCO1)c1ccc(Cn2c(SCc3ccc(F)cc3)nc3cccnc32)cc1 (stereo not given)
-23%	CC(C)CCN1CCC(N2CCN(C(=O)c3ccc(Cl)s3)CC2)C1=O (stereo not given)
-5%	COc1cccc(C2OCC(C)(C)n3c(-c4ccccc4)c4c(=O)n(C)c(=O)n(C)c4c32)c1O (stereo not given)
6%	COc1cc(OC)c(C(=O)N2CCOCC(CO)C2)cc1OC (stereo not given)
-3%	CCCCC1CCC(C(=O)NNC(=O)c2ccc(Br)cc2)CC1 (stereo not given)
-8%	COc1ccc(C2Cn3nnc(C(=O)N4CCC(C(=O)NCc5cccc(F)c5)CC4)c3CO2)cc1 (stereo not given)
35%	COc1cccc(CN2C(=O)OC3(CCN(Cc4ccc(F)cc4)CC3)C2(C)c2cccnc2)c1 (stereo not given)
?	COc1ccc(CNC(=O)C[C@@H]2O[C@H](CNC(=O)NC(C)C)[C@@H](O)[C@H]2O)cc1

# Screening results: PubChem, National Center for Advancing Translational Sciences (NCATS)
